# Source: PubChem (National Center for Advancing Translational Sciences (NCATS))
# Pf growth 48h: P. falciparum growth inhibition at 48 hours (one generation) | Potency, µM (series often up to 28.7 µM), without a hit: at the top dose activity change, negative = inhibition, hits mostly inhibitors | 310,000 compounds, 5.9% hits | AID 504832 | P. falciparum luciferase growth in erythrocytes, 48 h; further: potency means the concentration at half of the fitted maximal effect; on the % scale 0 is the no-effect control and ±100 the full control effect
#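 First compound was added to culture medium, then infected red cells at 0.1% parasitemia and 2% hematocrit (final). After incubation at 37 C under 5% CO2, luciferase detection reagent was dispensed and light output recorded.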
# CHX counter: affects cycloheximide protein synthesis inhibition readout, counter-screen. cell reporter, cycloheximide protein synthesis inhibition counterscreen. max response, %. 300,000 compounds, 12% hits; in the data active means max response mostly above about 13%, no sharp cut-off; inactive means mostly below about 14%; further: read at 38.3 µM for the half of the compounds with a filed dose; 0% is about no effect
# Giardia FBPA inh: blocks Giardia fructose-bisphosphate aldolase activity; AID 2451; 290,000 compounds, 0.71% hits; purified Giardia FBPA; Potency, µM (highest dose often 59.6 µM), for the others: at the top dose activity, negative = inhibition, usual class: inhibitors; further: potency means the concentration at half of the fitted maximal effect; on the % scale 0 is the no-effect control and ±100 the full control effect; nearly all actives have a fitted effect of over 55% in size
# Target sequence (A8B2U2 whole entry, looked up): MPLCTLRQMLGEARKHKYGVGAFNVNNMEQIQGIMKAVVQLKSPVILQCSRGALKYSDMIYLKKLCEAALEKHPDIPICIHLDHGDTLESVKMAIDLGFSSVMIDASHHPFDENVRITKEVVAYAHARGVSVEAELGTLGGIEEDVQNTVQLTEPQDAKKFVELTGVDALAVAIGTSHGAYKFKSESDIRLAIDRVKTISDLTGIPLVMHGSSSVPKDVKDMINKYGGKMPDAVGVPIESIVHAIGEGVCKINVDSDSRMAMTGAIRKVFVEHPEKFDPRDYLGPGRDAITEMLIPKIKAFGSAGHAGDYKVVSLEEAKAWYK
#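 40 nM FBPA preincubated 10 min at RT with compound (up to 57.5 uM final), then substrate plus GAPDH/TPI/NAD/arsenate coupling and diaphorase/resazurin added. Fluorescence read after 20 min at RT, 525/598 nm.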
# HCV inhibitor: inhibitors of hepatitis C virus infection; Huh7.5.1 HCVcc-Cre infection, luciferase reporter, 44 h; Potency, µM (series often up to 41.8 µM), for inactives: at the highest dose activity change, negative = inhibition, most hits filed as inhibitors; 340,000 compounds, 3.4% hits; AID 651820; further: potency means the concentration at half of the fitted maximal effect; on the % scale 0 is the no-effect control and ±100 the full control effect
#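 Cells (1,000/well) were plated 4 h before compound, then infected with HCVcc-Cre virus (~0.5 moi). After 44 h further culture, infection was read as luciferase luminescence following a 15 min substrate incubation at room temperature.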
# Pf growth 96h: inhibits malaria parasite growth, 96 h. AID 504834. 320,000 compounds, 6.9% hits. Potency, µM (highest dose often 28.7 µM), without a hit: at the highest dose activity change, negative = inhibition, hits mostly inhibitors. P. falciparum luciferase reporter growth, 96 h; further: potency means the concentration at half of the fitted maximal effect; on the % scale 0 is the no-effect control and ±100 the full control effect
#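 Erythrocytes infected with luciferase-expressing P. falciparum were dispensed at 2% hematocrit and 0.05% parasitemia (final), then incubated with compounds 96 hours at 37 C in 5% CO2. Luminescence after detection reagent addition reported growth.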
# Shiga inhibitor: blocks Shiga toxin action in Vero cells. 290,000 compounds, 9.2% hits. inhibition, % at 38.7 µM. AID 2315. Vero cells, Shiga toxin protein synthesis inhibition reporter; in the data active means inhibition mostly above about 28%, no sharp cut-off; inactive means mostly below about 43%; further: 0% is about no effect
# * hit, by the source's call; i = inactive; ? = inconclusive; / = not tested or not shown; [ ] = dose if it differs, or a comment. Unless noted, the call rests on the fitted dose curve; in most records, active means well fitted curve in the direction sought with a large enough effect; inconclusive means small, poorly fitted or top-dose-only effect, or another doubt; inactive means no such curve, though single readings can be large; an effect the other way counts as inactive or inconclusive.
# Short forms – A = Pf growth 48h; B = CHX counter; C = Giardia FBPA inh; D = HCV inhibitor; E = Pf growth 96h; F = Shiga inhibitor
Cc1sc2ncnc(N3CCN(S(=O)(=O)c4ccccc4)CC3)c2c1C
  A: 13µM* | B: / | C: / | D: 11µM* | E: ? | F: /

Cc1ccc(CCNC(=O)CCS(=O)(=O)c2ccc3nc(C)sc3c2)cc1
  A: 9% | B: 1 | C: 3% | D: 2% | E: ? | F: -3

O=C(CC12CC3CC(CC(C3)C1)C2)NC(=S)Nc1ccc(CN2CCOCC2)cc1
  A: ? | B: -2 | C: 4% | D: -14% | E: 23% | F: -9

O=C(N1CCCCC1)C1(c2ccccc2)CCOCC1
  A: -5% | B: 4 | C: -2% | D: -4% | E: 12µM* | F: 23

COc1ccc(N2CCN(C(=O)c3oc4ccccc4c3NC(=O)CCc3cc(OC)no3)CC2)cc1
  A: ? | B: -2 | C: -6% | D: ? | E: ? | F: -6

Cc1[nH]c2ccccc2c1SCC(=O)NNC(=O)Nc1ccc(OC(F)(F)F)cc1
  A: -20% | B: 2 | C: -7% | D: 13% | E: ? | F: -1

Cc1ccccc1N1CC(c2nc3ccccc3[nH]2)CC1=O (configuration not stated)
  A: 3% | B: -2 | C: -4% | D: -1% | E: 17% | F: -12

Cc1ccccc1NC(NC(=O)c1cccnc1)C(Cl)(Cl)Cl (configuration not stated)
  A: ? | B: -3 | C: 3% | D: -10% | E: -12% | F: -11

COc1ccc(OC)c(CNC(=O)C2CCCN(c3nc4ccccc4o3)C2)c1 (configuration not stated)
  A: 4% | B: -2 | C: -5% | D: 21% | E: 154%[activator] | F: -3

O=C(CSc1cn(CCNC(=O)c2ccccc2)c2ccccc12)NCC1CCCO1 (configuration not stated)
  A: -6% | B: 9 | C: 0% | D: ? | E: ? | F: 10

# Part of the list above with just Pf growth 96h.
canonical_smiles	Pf growth 96h
COc1ccc(N2CCN(C(=O)c3oc4ccccc4c3NC(=O)CCc3cc(OC)no3)CC2)cc1	?
Cc1[nH]c2ccccc2c1SCC(=O)NNC(=O)Nc1ccc(OC(F)(F)F)cc1	?

# More records follow.
# Short forms – A = Pf growth 48h; B = CHX counter; C = Giardia FBPA inh; D = HCV inhibitor; E = Pf growth 96h; F = Shiga inhibitor
CC(C)[C@H](NC(=O)CCCn1nnc2ccccc2c1=O)C(=O)O
  A: 34%[activator] | B: -2 | C: 4% | D: 1% | E: 45%[activator] | F: 17

N#C/C(=C\c1cccnc1)c1ccccc1[N+](=O)[O-]
  A: ? | B: -2 | C: 0% | D: -5% | E: ? | F: -7

O=C(NC1CCCC1)C1CC1c1ccccc1 (configuration not stated)
  A: ? | B: 12 | C: 6% | D: 6% | E: 6% | F: 1

O=C1C(C=Nc2ccccc2)=C(O)c2ccccc21
  A: 36%[activator] | B: 29* | C: 2% | D: 10% | E: / | F: 173*

O=C1CC(NCc2ccccc2)C(=O)N1c1ccc(F)cc1 (configuration not stated)
  A: 5% | B: -1 | C: -2% | D: -2% | E: 2% | F: -3

C[C@@]12C=CC(=O)C=C1CCC1C3CC(O)[C@@](O)(C(=O)CO)[C@]3(C)CC(O)[C@]12F (some centres not stated)
  A: -7% | B: / | C: 5% | D: / | E: 9% | F: /

COC(=O)c1cc2cc(NS(=O)(=O)c3ccc(C)cc3)ccc2s1
  A: -4% | B: 1 | C: 1% | D: -4% | E: 35%[activator] | F: -2

CSc1ccc(CN(C)CC(=O)NCc2ccc(F)cc2)cc1
  A: 1% | B: -1 | C: 0% | D: -3% | E: 20% | F: -7

COC(=O)C1=C(C)N(C2CCCCC2)C(=O)/C1=C\c1cccs1
  A: 1% | B: 1 | C: -1% | D: ? | E: -20% | F: -1

Cc1ccccc1NC(=O)C1CCCN(S(=O)(=O)c2ccc3c(c2)C(C)(C)C(=O)N3C)C1 (configuration not stated)
  A: ? | B: -2 | C: -7% | D: 1% | E: ? | F: -2

Cc1onc(-c2ccccc2Cl)c1C(=O)Oc1cccc2cccnc12
  A: ? | B: 17 | C: -16% | D: -4% | E: 24% | F: 36

CC(C)COC(=O)Nc1nnc(SCCOc2ccccc2)s1
  A: 22% | B: 0 | C: 6% | D: 3% | E: 459%[activator] | F: 6

CCOC(=O)N1CCN(c2c(NCCCN(C)c3ccccc3)c(=O)c2=O)CC1
  A: / | B: -6 | C: -5% | D: -1% | E: 18% | F: -20

CCN(CC)c1ccc(S(=O)(=O)N2CCOCC2)cc1NC(=O)CN1C(=O)NC2(CCC(C)CC2)C1=O (configuration not stated)
  A: ? | B: / | C: / | D: -23% | E: 13µM* | F: /

CCC[n+]1c(C)sc2c3c(ccc21)CCCC3
  A: ? | B: -3 | C: -6% | D: 7.1µM* | E: 4% | F: -6

Cc1c2cnn(-c3ccccc3)c(=O)c2c(C)n1CCCC(=O)N1CCN(C)CC1
  A: / | B: 8 | C: -14% | D: -3% | E: 13µM* | F: -9

Cc1ccccc1-c1nn(-c2ccc(F)cc2F)cc1CNCCCO
  A: -19% | B: 2 | C: -1% | D: -4% | E: -27% | F: -19

COc1ccc(C(=O)Nc2nc3ccccc3c(=O)[nH]2)cc1
  A: 161%[activator] | B: 44* | C: -1% | D: -2% | E: / | F: 82*

Cc1ccc(NC(=O)CCC(=O)NNC(=S)Nc2ccc(F)cc2)c(C)c1
  A: 6% | B: -2 | C: 5% | D: 3% | E: 11% | F: -8

Cn1c(=O)[nH]c(=O)c2c1nc(N(CCO)Cc1ccccc1)n2CCCc1ccccc1
  A: / | B: -10 | C: 0% | D: 5% | E: ? | F: -14

O=S(=O)(NC1=NCCCCC1)c1ccc(Cl)cc1Cl
  A: ? | B: / | C: / | D: -8% | E: ? | F: /

CC(=O)c1cccc(NC(=S)NC(=O)C(C)C)c1
  A: 3% | B: 0 | C: 4% | D: -19% | E: 50%[activator] | F: 12

CCOc1ccc2nc(NC(=O)Cn3[nH]c(=O)c4ccccc4c3=O)sc2c1
  A: ? | B: 41* | C: -17% | D: -8% | E: -25% | F: 53*

O=[N+]([O-])c1cc2c(cc1/C=N/n1cnnc1)OCO2
  A: -11% | B: -5 | C: -4% | D: 24% | E: -1% | F: -10

Cc1ccc(-c2ccc(CCC(=O)O)n2-c2ccc(O)cc2)cc1
  A: 0% | B: -4 | C: 13% | D: 25% | E: -7% | F: -17

CC/C(=N/NC(=O)c1ccc(Br)o1)c1ccc(Cl)cc1
  A: -7% | B: 39* | C: 0% | D: -14% | E: -10% | F: 125*

COc1ccccc1NC(=O)C1=C(C)Nc2nnnn2C1c1ccccc1OC (configuration not stated)
  A: -14% | B: -1 | C: 0% | D: 2% | E: / | F: 12

CC(=O)Nc1ccc(S(=O)(=O)Nc2cccc(N(C)S(C)(=O)=O)c2)cc1
  A: -8% | B: -2 | C: 1% | D: -7% | E: 19% | F: 39

COCCNC(=O)C(=O)NCC1OCCN1C(=O)c1ccc(Cl)cc1 (configuration not stated)
  A: 10% | B: -2 | C: 5% | D: -2%[8.37 µM] | E: -19% | F: -10

CC(=O)/C=C\c1cn(-c2ncc(C(F)(F)F)cc2Cl)c2ccccc12
  A: ? | B: -3 | C: -8% | D: ? | E: 10µM* | F: 11

# For convenience, part of the list above.
# Short forms – A = Pf growth 48h; B = CHX counter; C = Giardia FBPA inh; D = HCV inhibitor; E = Pf growth 96h; F = Shiga inhibitor
O=S(=O)(NC1=NCCCCC1)c1ccc(Cl)cc1Cl
  A: ? | B: / | C: / | D: -8% | E: ? | F: /

CC(=O)c1cccc(NC(=S)NC(=O)C(C)C)c1
  A: 3% | B: 0 | C: 4% | D: -19% | E: 50%[activator] | F: 12

CCOc1ccc2nc(NC(=O)Cn3[nH]c(=O)c4ccccc4c3=O)sc2c1
  A: ? | B: 41* | C: -17% | D: -8% | E: -25% | F: 53*

O=[N+]([O-])c1cc2c(cc1/C=N/n1cnnc1)OCO2
  A: -11% | B: -5 | C: -4% | D: 24% | E: -1% | F: -10

Cc1ccc(-c2ccc(CCC(=O)O)n2-c2ccc(O)cc2)cc1
  A: 0% | B: -4 | C: 13% | D: 25% | E: -7% | F: -17

CC/C(=N/NC(=O)c1ccc(Br)o1)c1ccc(Cl)cc1
  A: -7% | B: 39* | C: 0% | D: -14% | E: -10% | F: 125*

COc1ccccc1NC(=O)C1=C(C)Nc2nnnn2C1c1ccccc1OC (configuration not stated)
  A: -14% | B: -1 | C: 0% | D: 2% | E: / | F: 12

# (cont.)
# Short forms – A = Pf growth 48h; B = CHX counter; C = Giardia FBPA inh; D = HCV inhibitor; E = Pf growth 96h; F = Shiga inhibitor
O=C(c1ccncc1)N1CCN(C(=O)c2cccc3ccccc23)CC1
  A: ? | B: 20 | C: -11% | D: 13% | E: 39%[activator] | F: 34

CCOc1cc(NC(=S)NCCCN2CCOCC2)c(OCC)cc1NC(=O)c1ccccc1
  A: 4% | B: -2 | C: -3% | D: 0% | E: 107%[activator] | F: -18

Cc1cc(/C=C2\C(=N)N3C(SCc4ccccc4)=NSC3=NC2=O)c(C)n1Cc1ccccc1
  A: / | B: -4 | C: 3% | D: -13% | E: 21% | F: -13

O=C(Cn1c(C(F)(F)F)nc2ccccc21)Nc1ccccc1C(=O)O
  A: 17% | B: -1 | C: 0% | D: 10% | E: ? | F: -2

COc1ccc2c(Cl)c(C(=O)NCCc3ccc(S(N)(=O)=O)cc3)sc2c1
  A: -17% | B: -2 | C: 8% | D: 16% | E: ? | F: /

C=C(C)CNC(=S)N/N=C/c1c(F)cccc1F
  A: -26% | B: 4 | C: -7% | D: ? | E: ? | F: -2

CCOC(=O)c1c(CN2CCC(C)CC2)n(C)c2cc(Br)c(OC)cc12
  A: ? | B: -1 | C: -5% | D: ? | E: ? | F: -21

Cc1cc(S(=O)(=O)NCc2cccnc2)ccc1F
  A: 37% | B: -1 | C: 10% | D: 9% | E: -2% | F: -2

COc1ccc(C(=O)Cn2c(Cl)nc3c2c(=O)n(C)c(=O)n3C)cc1
  A: 4% | B: 1 | C: 2% | D: ? | E: 7% | F: -4

CCOC(=O)COc1ccc(/C=C2\NC(=S)N(CC)C2=O)cc1
  A: -8% | B: -3 | C: -21% | D: -8% | E: 13% | F: 10

Cc1ccc(S(=O)(=O)N/N=C/c2cc([N+](=O)[O-])ccc2O)cc1[N+](=O)[O-]
  A: i | B: 4 | C: 0% | D: 7% | E: ? | F: 77

COC(=O)CSc1nc2ncccc2[nH]1
  A: 8% | B: -1 | C: -13% | D: -17% | E: / | F: -1

CCOC(=O)N1CCN(C(=O)c2ccc3nc4ccsc4c(=O)n3c2)CC1
  A: 2% | B: -1 | C: 2% | D: 1% | E: 8.3µM* | F: 5

CC1=C(C(=O)Nc2ccc(C(=O)NC(C)c3ccccc3)cc2)SCCO1 (configuration not stated)
  A: ? | B: 5 | C: -2% | D: -14% | E: -1% | F: 7

Cc1c(Br)c([N+](=O)[O-])nn1C(C)C(=O)Nc1ccc2c(c1)OCO2 (configuration not stated)
  A: ? | B: 13 | C: / | D: -21% | E: ? | F: 34

O=C(Cc1ccccc1)c1c[nH]c(C(=O)NCCCN2CCOCC2)c1
  A: 184%[activator] | B: -4 | C: 5% | D: 6% | E: ? | F: -2

Cc1ccc(C(=O)NCCN2CCCC2)cc1
  A: -4% | B: -1 | C: -5% | D: 3% | E: ? | F: -3

Cc1cccc(C(=O)O/N=C(/c2ccccc2)c2ccncc2)c1
  A: 7% | B: 13 | C: -4% | D: 11% | E: ? | F: 6

O=C(c1cccc(S(=O)(=O)N2CCOCC2)c1)N1CCN(S(=O)(=O)c2cccc([N+](=O)[O-])c2)CC1
  A: ? | B: / | C: / | D: -4% | E: ? | F: /
